Source: PubChem
Growth percent in the NCI-60 one-dose screen (48 h, 10 µM unless noted): 100 = growth as untreated, 0 = no growth, -100 = all killed.
TK-10: TK-10 renal cancer cells. hit rate 3.9% among 81,000; active means growth percent below 10
Numbers without * were called inactive; & = joins results of further samples; [ ] = another dose, or the depositor's remark. This is a subset, so the mix of outcomes need not match the whole.

SMILES | TK-10
CC(C)=CCCC(C)(OC1OC(CO)C(O)C(O)C1O)C1CCC2(C)C1C(O)CC1C3(C)CCC(O)C(C)(C)C3C(OC3OC(CO)C(O)C(O)C3OC3OC(C)C(O)C(O)C3O)CC12C (stereo not drawn) (tested in a mixture with another compound) | 90&131[75 µM]
